From PubChem BioAssay
IDH1 R132H inh: inhibitors of IDH1 R132H reductase, primary screen, biochemical, plate reader, single point; diaphorase/resazurin fluorescence, 60 min; inhibition, % at 10 µM; 0.18% of 70,000 active; in the data active means inhibition above about 34%;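 further: 0% = DMSO and 100% = no enzyme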
PRC2 inh: EZH2/PRC2 methyltransferase inhibitors, primary screen, biochemical, DELFIA time-resolved fluorescence, single point | Histone-lysine N-methyltransferase EZH2 (Homo sapiens), Q15910 | PRC2 H3K27 methylation, DELFIA TRF, 1 h | inhibition, % at 12.5 µM | 0.35% of 57,000 active | AID 651548, 2012;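 active means mean inhibition of replicates at least 50% and every single replicate also reaching 50%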;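 further: dimethyl H3K27 on biotinylated H3 21-44 peptide detected by antibody; plate controls were median neutral control wells for no effect and median positive control wells for full effect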
Target sequence (Q15910 whole entry, looked up): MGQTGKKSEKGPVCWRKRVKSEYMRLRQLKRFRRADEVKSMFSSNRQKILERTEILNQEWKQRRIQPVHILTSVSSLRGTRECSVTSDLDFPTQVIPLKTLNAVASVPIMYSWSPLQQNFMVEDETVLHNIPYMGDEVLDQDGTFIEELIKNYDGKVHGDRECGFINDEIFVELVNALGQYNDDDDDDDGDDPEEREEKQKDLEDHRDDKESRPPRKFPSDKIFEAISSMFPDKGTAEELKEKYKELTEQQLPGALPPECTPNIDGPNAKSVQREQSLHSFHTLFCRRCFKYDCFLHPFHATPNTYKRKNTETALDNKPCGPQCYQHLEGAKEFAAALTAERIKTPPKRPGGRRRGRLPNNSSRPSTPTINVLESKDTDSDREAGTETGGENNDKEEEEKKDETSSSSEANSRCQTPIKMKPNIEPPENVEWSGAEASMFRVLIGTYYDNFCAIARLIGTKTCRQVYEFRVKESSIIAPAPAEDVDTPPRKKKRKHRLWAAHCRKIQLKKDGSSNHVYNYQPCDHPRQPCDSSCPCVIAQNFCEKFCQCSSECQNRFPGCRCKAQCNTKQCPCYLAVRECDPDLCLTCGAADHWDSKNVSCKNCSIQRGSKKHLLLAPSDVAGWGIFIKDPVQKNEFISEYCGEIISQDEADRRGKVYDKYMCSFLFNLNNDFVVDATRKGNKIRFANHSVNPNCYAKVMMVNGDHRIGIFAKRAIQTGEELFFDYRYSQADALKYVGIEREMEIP
The depositor's hits bear a star; . = no result given. The list is partial; the hit share may differ from the screen's.

SMILES | IDH1 R132H inh | PRC2 inh
COc1ccc(NC(=O)Nc2ccc3c(c2)C(=O)N([C@H](C)CO)C[C@H](C)[C@H](CN(C)C(=O)Nc2ccc(C(F)(F)F)cc2)OCCCC[C@@H](C)O3)cc1 | 1.3 | .
C[C@H]1CN([C@@H](C)CO)C(=O)c2cc(/C=C/c3ccccc3)cnc2O[C@@H]1CN(C)C(=O)C1CCC1 | 0.1 | -10.6
C[C@@H]1CN([C@H](C)CO)C(=O)c2cc(-c3ccc(F)cc3)cnc2O[C@@H]1CN(C)Cc1ccc(F)cc1 | -0.1 | 9.9
COc1ccccc1C#Cc1cnc2c(c1)C(=O)N([C@H](C)CO)C[C@@H](C)[C@H](CN(C)C(C)=O)O2 | -0.5 | .
C[C@H]1CN([C@@H](C)CO)C(=O)c2cc(NC(=O)Nc3ccc(F)cc3)ccc2O[C@H]1CN(C)Cc1ccncc1 | 5.9 | -7.8
C[C@@H]1CN([C@H](C)CO)C(=O)c2cc(NC(=O)NC3CCCCC3)ccc2O[C@H]1CN(C)Cc1ccc2c(c1)OCO2 | -0.1 | -5.5
CCOc1ccc(S(=O)(=O)NCCN2CCOCC2)cc1C | -0.3 | -9.1
O=C(O)CCS(=O)(=O)c1nc(-c2ccccc2)cc(C(F)(F)F)n1 | -0.2 | -1.2
C[C@@H]1CN([C@@H](C)CO)C(=O)Cc2cc(NC(=O)Nc3cccc4ccccc34)ccc2O[C@H]1CN(C)Cc1ccccc1 | 3.9 | -32.9
C[C@H](CO)N1C[C@H](C)[C@@H](CN(C)Cc2ccncc2)Oc2c(NS(=O)(=O)c3ccc(F)cc3)cccc2C1=O | . | -4.4
COc1ccc(S(=O)(=O)Nc2cccc3c2O[C@H](CN(C)Cc2ccc(C(=O)O)cc2)[C@H](C)CN([C@@H](C)CO)C3=O)cc1 | -0.2 | .
C[C@H](CO)N1C[C@H](C)[C@H](CN(C)C(=O)c2cnccn2)Oc2cc(C3=CCCC3)ccc2S1(=O)=O | 0.0 | 8.2
Cn1cnc(S(=O)(=O)N[C@H]2C=C[C@H](CC(=O)N3CCN(c4ccccc4)CC3)O[C@@H]2CO)c1 | 0.3 | 4.6
O=C(C[C@H]1C[C@@H]2c3cc(NS(=O)(=O)c4ccc(F)cc4)ccc3O[C@@H]2[C@@H](CO)O1)NCc1cccnc1 | 0.1 | 0.7
COc1ccc(S(=O)(=O)Nc2ccc3c(c2)[C@@H]2C[C@H](CC(=O)O)O[C@@H](CO)[C@@H]2O3)cc1 | 0.3 | 15.9
Cc1cccc(OCC(=O)Nc2cccc(-c3nc4ccccc4[nH]3)c2)c1C | 0.2 | 28.1
O=C(Cc1ccncc1)Nc1ccc2c(c1)[C@@H]1C[C@H](CC(=O)N3CCOCC3)O[C@@H](CO)[C@@H]1O2 | 0.0 | 20.7
Cc1noc(C)c1NC(=O)Nc1ccc2c(c1)CC(=O)N([C@@H](C)CO)C[C@@H](C)[C@H](CN(C)CC1CCCCC1)O2 | 0.4 | .
CN(C)CC(=O)Nc1ccc2c(c1)[C@H]1C[C@H](CC(=O)NCc3ccccc3F)O[C@H](CO)[C@H]1O2 | 0.2 | 11.1
C[C@@H](NC(=O)C[C@H]1C[C@H]2c3cc(NC(=O)NC4CCCC4)ccc3O[C@H]2[C@H](CO)O1)c1ccccc1 | 0.7 | -4.3
O=C(COc1ccc(CO)cc1)Nc1ccc(F)cc1 | 0.4 | 21.0
CC(C)CC#Cc1cnc2c(c1)C(=O)N([C@H](C)CO)C[C@@H](C)[C@H](CN(C)S(=O)(=O)c1cccs1)O2 | -0.1 | .
CNC[C@@H]1OCCCC[C@H](C)Oc2ccc(NS(=O)(=O)c3ccc(F)cc3)cc2C(=O)N([C@@H](C)CO)C[C@H]1C | . | 3.3
C[C@@H]1CN([C@H](C)CO)C(=O)Cc2cc(NC(=O)Cn3cnnn3)ccc2O[C@@H]1CN(C)Cc1ccc(C(=O)Nc2ccccc2N)cc1 | -0.4 | -6.0
C[C@@H]1CN([C@H](C)CO)S(=O)(=O)c2ccc(C#CC3(O)CCCC3)cc2O[C@H]1CN(C)C(=O)c1cccnc1 | . | 7.9
More results:
SMILES | IDH1 R132H inh | PRC2 inh
C[C@@H]1CN([C@H](C)CO)C(=O)CCCn2cc(nn2)CO[C@H]1CN(C)Cc1cccc(C(F)(F)F)c1 | 0.2 | -3.9
COc1ccc(S(=O)(=O)Nc2ccc3c(c2)C(=O)N([C@@H](C)CO)C[C@@H](C)[C@H](CN(C)S(=O)(=O)c2ccc(Cl)cc2)OCCCC[C@H](C)O3)cc1 | 0.5 | .
O=C(CSc1nnc(-c2ccncc2)n1-c1ccc(Cl)cc1)Nc1ccccc1-c1ccccc1 | 0.3 | 22.3
Cc1ccc(-c2cc(C(=O)NCCCN3CCOCC3)no2)cc1 | 0.0 | -11.7
COc1ccc(CN(C)C[C@@H]2Oc3ccc(NS(=O)(=O)c4ccc(C)cc4)cc3CC(=O)N([C@@H](C)CO)C[C@@H]2C)cc1 | 2.7 | 5.6
CCCC#Cc1ccc2c(c1)O[C@@H](CN(C)C(=O)c1ccncc1)[C@@H](C)CN([C@@H](C)CO)S2(=O)=O | -0.7 | 3.7
COc1ccc(C#Cc2cnc3c(c2)C(=O)N([C@H](C)CO)C[C@@H](C)[C@H](CN(C)C(=O)CC2CC2)O3)cc1 | 6.5 | 10.2
Cc1ccc(S(=O)(=O)Nc2ccc3c(c2)C(=O)N([C@@H](C)CO)C[C@H](C)[C@H](CN(C)Cc2ccc(C(=O)Nc4ccccc4N)cc2)O3)cc1 | 0.5 | -23.8
COc1ccc(S(=O)(=O)N(C)C[C@H]2OCCCC[C@@H](C)Oc3ccc(NC(=O)Nc4ccc5c(c4)OCO5)cc3C(=O)N([C@H](C)CO)C[C@@H]2C)cc1 | -0.1 | .
COc1cc(NC(=O)C(C)Oc2ccc(Cl)cc2Cl)ccc1NC(=O)c1cc2ccccc2o1 (centres undefined) | 0.3 | 1.4
CN(C)C(=O)C[C@@H]1C=C[C@H](NC(=O)NC2CCCC2)[C@H](CO)O1 | 0.4 | 14.1
CO[C@@H]1CN(C)C(=O)c2cc(NC(C)=O)ccc2OC[C@H](C)N(C(=O)c2ccc(F)cc2)C[C@@H]1C | 0.3 | 4.3
C[C@H]1CN([C@@H](C)CO)C(=O)c2cccc(NC(=O)NC3CCCCC3)c2O[C@H]1CN(C)C(=O)Nc1ccc2c(c1)OCO2 | 2.0 | .
Cc1ccc(S(=O)(=O)N(c2cccc(N=[N+]=[N-])c2)S(=O)(=O)c2ccc(C)cc2)cc1 | . | -0.5
CCCNC(=O)Nc1ccc2c(c1)OC[C@@H](C)N(Cc1ccccn1)C[C@@H](C)[C@H](OC)CN(C)C2=O | 0.4 | 3.2
CO[C@@H](C(=O)N(C)C[C@@H]1OCc2ccccc2-c2c(n(C)c3ccccc23)C(=O)N([C@H](C)CO)C[C@@H]1C)c1ccccc1 | -0.6 | 4.1
CC(C)NC(=O)Nc1ccc2c(c1)C(=O)N([C@H](C)CO)C[C@@H](C)[C@H](CN(C)CC1CC1)OCCCC[C@@H](C)O2 | 1.6 | -7.5
C[C@H](CO)N1C[C@H](C)[C@@H](CN(C)C(=O)C2CC2)Oc2cc(/C=C/c3ccccc3)ccc2S1(=O)=O | -0.9 | 6.3
CCCN(C)C[C@@H]1OCCCC[C@@H](C)Oc2ccc(NC(=O)CCCN(C)C)cc2C(=O)N([C@H](C)CO)C[C@@H]1C | . | 5.7
CCCN1C[C@@H](C)[C@@H](OC)CN(C)C(=O)c2ccc(NC(=O)CC)cc2OC[C@H]1C | -0.2 | 7.2
CO[C@H]1CN(C)C(=O)c2ccc(NC(C)=O)cc2OC[C@@H](C)N(Cc2ccc(F)cc2)C[C@H]1C | -0.1 | 0.1
COc1ccc(-c2cn(CC[C@@H]3CC[C@@H](NC(=O)Cc4ccccn4)[C@H](CO)O3)nn2)cc1 | 0.4 | 4.1
CCC(=O)Nc1ccc2c(c1)C(=O)N(C)C[C@H](OC)[C@@H](C)CN(Cc1ccncc1)[C@H](C)CO2 | 0.7 | -2.6
Cc1noc(C)c1NC(=O)NCC[C@H]1CC[C@@H](NC(=O)c2ccncc2)[C@H](CO)O1 | 0.5 | -5.2
CN(C)C(=O)C[C@H]1CC[C@@H](NC(=O)C2CCOCC2)[C@@H](CO)O1 | -0.5 | -11.0
Later entries:
SMILES | IDH1 R132H inh | PRC2 inh
COc1ccc(CN(C)C[C@@H]2Oc3c(NC(=O)Nc4ccc5c(c4)OCO5)cccc3C(=O)N([C@@H](C)CO)C[C@H]2C)cc1 | 2.0 | 2.8
CCCNC(=O)Nc1ccc2c(c1)C(=O)N(C)C[C@@H](OC)[C@@H](C)CN(Cc1ccc(-c3ccccn3)cc1)[C@@H](C)CO2 | 0.0 | -8.7
COc1ccc(S(=O)(=O)Nc2ccc3c(c2)CC(=O)N([C@H](C)CO)C[C@@H](C)[C@@H](CN(C)C)O3)cc1 | . | 12.7
C[C@@H]1CN([C@H](C)CO)C(=O)c2cc(NS(=O)(=O)c3ccc(Cl)cc3)ccc2O[C@@H](C)CCCCO[C@@H]1CN(C)C | 2.5 | 4.5
CCc1sc(-c2ccc(Cl)cc2)nc1C(=O)OC | 1.5 | 22.5
COc1ccc(S(=O)(=O)Nc2ccc3c(c2)C(=O)N([C@H](C)CO)C[C@H](C)[C@@H](CN(C)C(=O)Nc2ccc4c(c2)OCO4)OCCCC[C@H](C)O3)cc1 | -11.0 | .
COC(=O)c1ccccc1NC(=O)COc1ccc2c(C)cc(=O)oc2c1 | 0.2 | -0.6
Cc1noc(C)c1NC(=O)Nc1ccc2c(c1)C(=O)N([C@@H](C)CO)C[C@H](C)[C@H](CN(C)S(=O)(=O)c1ccc(F)cc1)O2 | 2.2 | .
COCCNC(=O)C[C@H]1C=C[C@H](NC(=O)NC2CCCCC2)[C@@H](CO)O1 | 0.2 | -12.6
C[C@H](CO)N1C[C@H](C)[C@H](CN(C)Cc2ccc(Oc3ccccc3)cc2)Oc2c(NS(=O)(=O)c3ccccc3)cccc2C1=O | 0.1 | .
Cc1noc(C)c1S(=O)(=O)N(C)C[C@@H]1OCCCC[C@@H](C)Oc2ccc(NS(=O)(=O)c3ccccc3)cc2C(=O)N([C@@H](C)CO)C[C@H]1C | 0.8 | .
C[C@@H]1CN([C@@H](C)CO)C(=O)c2cccc(NC(=O)c3ccc(-c4nccs4)cc3)c2O[C@@H]1CN(C)C | -2.5 | .
C[C@H](CO)N1C[C@H](C)[C@@H](CN(C)C)Oc2cc(-c3ccc(F)cc3)ccc2S1(=O)=O | 0.4 | -6.2
C[C@H]1CN([C@@H](C)CO)C(=O)c2cc(NC(=O)Cc3ccccc3)ccc2O[C@@H]1CN(C)C | 0.8 | -3.1
COc1ccc(NC(=O)c2ccccc2NC(=O)COc2ccc([N+](=O)[O-])cc2)cc1 | 0.0 | -4.5
CCC(=O)Nc1ccc2c(c1)OC[C@H](C)N(Cc1cccc(F)c1)C[C@H](C)[C@H](OC)CN(C)C2=O | 0.0 | 16.4
C[C@@H]1CN([C@@H](C)CO)S(=O)(=O)c2ccc(C#C[C@@H](C)O)cc2O[C@H]1CN(C)Cc1ccccc1 | 0.0 | -0.8
CCn1nc(C(=O)O)c(=O)c2cc3c(cc21)OCO3 | -0.2 | .
COc1ccc(N(CC(=O)Nc2cccnc2)S(C)(=O)=O)c(OC)c1 | -0.4 | -4.8
CCC(=O)N(C)C[C@H]1Oc2ncc(C#CCC3CCCC3)cc2C(=O)N([C@H](C)CO)C[C@@H]1C | 0.1 | .
CO[C@@H]1CN(C)C(=O)c2ccc(NS(=O)(=O)c3ccc(C)cc3)cc2OC[C@H](C)N(C)C[C@@H]1C | 0.3 | -6.2
Cc1cc(OCC(=O)Nc2cccc(NC(=O)c3cccc(Cl)c3)c2)ccc1Cl | 11.8 | 3.5
CO[C@H]1CN(C)C(=O)c2cc(NC(C)=O)ccc2OC[C@H](C)N(C(=O)C2CCC2)C[C@H]1C | 0.2 | -1.1
C[C@H]1CN([C@@H](C)CO)C(=O)c2cccc(NC(=O)Nc3ccccc3)c2O[C@@H]1CN(C)C(=O)NC1CCCCC1 | 0.2 | 7.5
C[C@H](NC(=O)C[C@@H]1C[C@H]2c3cc(NC(=O)c4cccnc4)ccc3O[C@H]2[C@@H](CO)O1)c1ccccc1 | -0.1 | -6.7
C[C@H]1CN([C@@H](C)CO)C(=O)c2cc(Br)cnc2O[C@H]1CN(C)C(=O)Nc1ccc(F)cc1 | -0.3 | .
O=C(C[C@H]1C[C@H]2c3cc(NC(=O)C4CCC4)ccc3O[C@H]2[C@H](CO)O1)NCc1cccc(F)c1 | 0.0 | 0.0
Cc1ccc(C(=O)O)cc1S(=O)(=O)N(CCO)CCO | -0.4 | 6.1
